SRC3 TRFRET art – TR-FRET artefact, counter-screen to PPARgamma/SRC-3 agonist assay; PPARgamma/SRC-3 format; active compounds read high; TR-FRET ratio at 8 µM; 99,000 compounds, 0.39% hits; AID 1048; in the data active = TR-FRET ratio above about 2000; also: inactives centre near 1600; reference of the scale not given here
SRC1 TRFRET art – flags TR-FRET format artefacts in PPARgamma SRC-1 recruitment agonist screen; TR-FRET detection artefact counter-screen, emission ratio; active compounds read high; TR-FRET ratio at 8 µM; AID 1051; 99,000 compounds, 0.34% hits; in the data active = TR-FRET ratio above about 2300; also: inactives centre near 1800; reference of the scale not given here
An asterisk follows results filed as active.

SMILES	SRC3 TRFRET art	SRC1 TRFRET art
O=C(CSc1nnc(-c2cccs2)n1CC1CCCO1)N1CCCC1 (stereo not drawn)	1723	1969
O=C(COC(=O)C1CCCCC1)Nc1cc([N+](=O)[O-])ccc1F	1547	1715
CCn1c(CNc2cccc(C(F)(F)F)c2)n[nH]c1=S	1665	1808
CCOc1ccc(N2C(=O)CC(NCCNc3ccc(C(=O)c4cccs4)cc3)C2=O)cc1 (stereo not drawn)	1661	2007
Cc1ccc(C(=O)NCCc2cccc(Cl)c2)cc1[N+](=O)[O-]	1654	1830
O=C(Cn1cc(C(F)(F)F)ccc1=O)N/N=C/c1ccc(Cl)cc1Cl	1650	1653
OC1(c2ccc(Br)cc2)CN(c2ccccc2)C2=[N+]1CCS2 (stereo not drawn)	2102*	1718
COc1ccc(Cl)cc1NC(=O)CN(C)CC(=O)Nc1ccccc1N1CCOCC1	1655	2039
O=C1C(Cl)=C(NC2CCCCC2)C(=O)N1Cc1ccccc1	1556	1526
CC1C(=O)NN=C1C(=O)N/N=C/c1cccs1 (stereo not drawn)	1480	1764
COC(=O)C1=C(C)N(c2cc(C)cc(C)c2)/C(=C/c2ccco2)C1=O	1456	1688
O=C(N/N=C/c1coc2ccccc2c1=O)c1cccc([N+](=O)[O-])c1	1463	1693
Cc1cccc(-c2nnc(NC(=O)c3ccc(N4C(=O)CCC4=O)cc3)s2)c1	1503	1453
CC(=O)c1ccc(NC(=S)N2CCCC(CO)C2)cc1 (stereo not drawn)	1654	1787
CCC(=O)NNc1ccc(Br)cc1	1856	1800
Cc1ccc(C2(C)NC(=O)N(CC(=O)Nc3ccc4c(c3)OCO4)C2=O)cc1 (stereo not drawn)	1634	2169
COc1cccc(CN(C)CC(=O)Nc2ccccc2C(C)C)c1	1554	2167
CCCc1c(C)nn(C(=O)/C(C#N)=N/Nc2ccccc2[N+](=O)[O-])c1C	1717	1785
Cc1ccc(SC2CC(=O)N(c3ccc4c(c3)OCCO4)C2=O)cc1 (stereo not drawn)	1545	1453
COc1ccc(-n2ccnc2SCC(=O)NCc2ccco2)c(OC)c1	1889	1946
Cc1ccc(S(=O)(=O)Nc2cnc3ccccc3c2)cc1	1736	2090
COc1cc(NC(=S)NC(=O)C(C)C)ccc1NC(=O)c1cc2ccccc2o1	1660	1886
CC(=O)N1CCN(c2ccc([N+](=O)[O-])c(-n3nc(C)cc3C)c2)CC1	1505	1578
COc1ccc(CN(CC(=O)NC2CCCCC2)C(=O)CCCC(=O)Nc2ccccn2)cc1	1673	1885
CCN1CCN(C(=O)c2ccccc2N(Cc2ccccc2)S(C)(=O)=O)CC1	1395	1696
O=C(O)CCC/C=C\C[C@@H]1[C@@H](/C=C/[C@@H](O)COc2cccc(Cl)c2)[C@H](O)C[C@@H]1O	1531	1809
CSc1nc2c(c(=O)[nH]1)C(c1ccccc1Cl)CC(=O)N2 (stereo not drawn)	1716	1832
COCCNc1nc2sc3c(c2c(=O)n1Cc1ccco1)CCCCC3	1723	1854
N#C/C(=C\c1cccs1)C(=O)Nc1nccs1	1665	1811
COc1ccccc1CNC(=O)COC(=O)c1cccnc1SCC(=O)NCc1ccccc1OC	1572	1872
COc1ccccc1-n1cc(-c2ccc(Cl)cc2)[nH]c1=O	1626	1796
Cc1cc(C)c(C#N)c(SCC(=O)NN2CC(=O)N(c3ccccc3F)CC2=O)n1	1537	1821
Cc1ccc(C2(c3noc(CN(C)Cc4cnn(C)c4)n3)CCCC2)cc1	1666	1791
O=C(O)C(Cc1ccccc1)N1C(=O)C2CCCCC2C1=O (stereo not drawn)	1359	1643
N#C/C(=C\c1ccc(Cl)cc1)c1nc(-c2ccco2)cs1	1435	1784
CCN(CC)S(=O)(=O)c1ccc(NC(=O)C2COc3ccccc3O2)cc1 (stereo not drawn)	1656	1560
Cn1ncc([N+](=O)[O-])c1C(=O)N/N=C/c1ccc(F)cc1	1850	1712
COc1ccc(N=C2CC(C)(C)CC(=O)/C2=C(/O)c2ccccc2)cc1	1586	1975
COc1cc(NC(=O)Nc2cccc([N+](=O)[O-])c2)cc(OC)c1	1667	2168
CCOC(=O)c1sc(NC(=O)/C=C/c2ccccc2)nc1C	1394	1867

Look-ups from the entries so far.
In SRC3 TRFRET art, `COc1cc(NC(=O)Nc2cccc([N+](=O)[O-])c2)cc(OC)c1` shows 1667
In SRC3 TRFRET art, `O=C(O)C(Cc1ccccc1)N1C(=O)C2CCCCC2C1=O` (stereo not drawn) shows 1359
In SRC1 TRFRET art, `Cn1ncc([N+](=O)[O-])c1C(=O)N/N=C/c1ccc(F)cc1` shows 1712
In SRC3 TRFRET art, `Cc1ccc(C2(c3noc(CN(C)Cc4cnn(C)c4)n3)CCCC2)cc1` shows 1666

Next compounds.
SMILES	SRC3 TRFRET art	SRC1 TRFRET art
O=C(CSc1ncccn1)N1CCc2ccccc2C1	1403	1649
Cc1cc2[nH]c3ccccc3c2c(C)n1	1415	1737
O=C(CCC(=O)N(CC(=O)NC1CCCCC1)c1ccc2c(c1)OCCO2)Nc1ccccn1	1463	1839
CCC(C)C(=O)Nn1c(C2CC2)nc2cc(OC)c(OC)cc2c1=O (stereo not drawn)	1435	1598
CC/C(=N\Nc1ccccc1[N+](=O)[O-])c1ccc(O)cc1	1487	1777
O=C(c1cccnc1Cl)N(Cc1ccccc1)Cc1ccccc1	1656	1738
COc1ccc(C2c3[nH]c4ccccc4c3CCN2Cc2ccoc2)c(F)c1 (stereo not drawn)	1468	1813
O=C(NNC(=O)[C@H]1CC=CC[C@H]1C(=O)O)c1ccc(Cl)cc1Cl	1405	1820
Cc1cc2ncn(CC(C)C)c2cc1C	1606	1495
Clc1ccc(-c2cn3c(n2)-c2ccccc2C3)cc1Cl	1647	1852
O=C(Cn1nc(-c2ccccc2)ccc1=O)Nc1ccc(N2CCN(C(=O)c3ccccc3)CC2)cc1	1306	1848
O=C(c1cc(-c2cccc(O)c2)on1)N1CCN(C(c2ccccc2)c2ccccc2)CC1	1651	1771
CCCCn1c(SCN2C(=O)c3ccccc3C2=O)nc2cc(S(N)(=O)=O)ccc21	1664	1818
Cc1cc(Cl)cc(C)c1OCCCCn1ccnc1	1387	1606
O=C1CCCN1c1cc(Cl)cc(Cl)c1	1691	1911
COc1ccc(OC(C)C(=O)Nc2cccc([N+](=O)[O-])c2)cc1 (stereo not drawn)	1597	1691
NS(=O)(=O)c1ccc(NC(=S)N2CCN(Cc3ccc(Cl)c(Cl)c3)CC2)cc1	1667	1700
CCN1CCN(c2ccc(S(=O)(=O)N3CCCCC3)cc2NC(=O)c2ccc(F)cc2)CC1	1529	1597
COC(=O)C1(C)NC(=O)c2ccccc2N1 (stereo not drawn)	1602	2062
CCCCC1CCC(C(=O)OCC(=O)Nc2ccc(S(N)(=O)=O)cc2)CC1 (stereo not drawn)	1629	1495
OCC1CCCN(C(=S)Nc2ccc(Oc3ccccc3)cc2)C1 (stereo not drawn)	1671	1788
CC(NC(=O)CNC(=S)N(Cc1cccs1)C1CCCC1)c1ccccc1 (stereo not drawn)	1571	1708
c1ccc2nc(-c3nc4ccccc4o3)ccc2c1	1625	1777
CCN(CC)c1ccc(/C=N/NC(=O)c2cccc(S(=O)(=O)Nc3ccccc3OC)c2)c(O)c1	1711	1996
O=C(Cn1c(=S)[nH]c2ccccc2c1=O)N1CCc2ccccc2C1	1643	1681
NC(=O)C1CCN(c2ncccc2[N+](=O)[O-])CC1	1496	1465
COc1cc(C)c(Cl)cc1S(=O)(=O)NC1CC(C)(C)NC(C)(C)C1	1487	1920
O=C(NCc1ccc(Cl)cc1)c1ccc(N2CCCC2=O)cc1	1319	1586
Cc1ccc(S(=O)(=O)Nc2ccc(NC(=O)/C=C/C(=O)O)cc2)cc1	1394	1658
CCSc1ccccc1C(=O)Nc1cc(OC)c(OC)c(OC)c1	1819	1847
CN1CCN(Cc2c(O)ccc3cc(Br)ccc23)CC1	1528	1973
O=[N+]([O-])c1ccccc1Sc1nccn1Cc1ccccc1	1559	1777
Cc1cc(C(=O)OCC(=O)NC2CCS(=O)(=O)C2)c2ccccc2n1 (stereo not drawn)	1360	1746
CCOc1ccc(C(C)NC(=O)Cc2ccccc2F)cc1OCC (stereo not drawn)	1469	1891
CN(C)CCN(C)Cc1ccccc1Sc1cccc2ccccc12	1436	1728
CCc1nnc(NS(=O)(=O)c2ccc(N/C=C\C(=O)c3ccc(F)cc3)cc2)s1	1581	1597
CC(/C=C/c1ccccc1)=N\NC(=O)c1cc(C)[nH]n1	1598	1683
COC(=O)COc1ccc(S(=O)(=O)N2CCCCC2)cc1[N+](=O)[O-]	1545	1885
Cc1cc(Cl)ccc1NC(=S)N1CCN(C(=O)C2CCCO2)CC1 (stereo not drawn)	1456	1781
CCOC(=O)c1c(C)[nH]c(C(=O)NNC(=O)c2ccc(C(C)(C)C)cc2)c1C	1395	1686
CCN(C(=O)CSc1ccc2ccccc2c1)C1CCS(=O)(=O)C1 (stereo not drawn)	1662	1868
O=C(Cc1cccc2ccccc12)NC(=S)Nc1cccc(C(=O)O)c1	1764	1798
CCOC(=O)Cc1csc(NC(=O)Cc2ccc(C)cc2)n1	1770	1754
CCn1cc(C(=O)O)c(=O)c2cc(F)c(N/N=C/c3ccccc3[N+](=O)[O-])cc21	1737	1914
Nc1ccccc1SCC1CSc2nc3ccccc3c(=O)n21 (stereo not drawn)	1534	1643
Cc1ccc(C)c(NC(=S)c2ccc3ccccc3n2)c1	1649	1942
O=C(CCCCCNC(=S)Nc1ccc(Cl)cc1)C[N+](=O)[O-]	1725	1914
CCN(C(=O)c1ccc(Cl)c([N+](=O)[O-])c1)c1ccccc1	1594	1749

One compound at a time, as listed above. Order of values: SRC3 TRFRET art	SRC1 TRFRET art
Record of COc1ccc(-n2ccnc2SCC(=O)NCc2ccco2)c(OC)c1 → 1889	1946
Record of Cn1ncc([N+](=O)[O-])c1C(=O)N/N=C/c1ccc(F)cc1 → 1850	1712
Record of COc1cc(NC(=O)Nc2cccc([N+](=O)[O-])c2)cc(OC)c1 → 1667	2168
Record of Cc1ccc(S(=O)(=O)Nc2ccc(NC(=O)/C=C/C(=O)O)cc2)cc1 → 1394	1658
Record of CCOc1ccc(N2C(=O)CC(NCCNc3ccc(C(=O)c4cccs4)cc3)C2=O)cc1 (stereo not drawn) → 1661	2007

Next results
SMILES	SRC3 TRFRET art	SRC1 TRFRET art
c1ccc(-n2nnnc2-c2cccnc2)cc1	1581	1930
CCCS(=O)(=O)N1CCN=C1SCc1cccc(C)c1	1565	1709
O=C(O)C(Cc1ccccc1)N1C(=O)/C(=C/c2ccccc2)SC1=S (stereo not drawn)	1455	1769
COc1ccc(CSc2nncn2C)cc1[N+](=O)[O-]	1601	1711
Cc1cccc(NC(=O)/C=C/c2ccc(Cl)cc2)n1	1417	1691
CC(NC(=O)c1ccccc1)C(=O)N/N=C/c1ccc(O)cc1 (stereo not drawn)	1689	1778
C=CCNC(=O)c1cc(Cl)cc(Cl)c1	1377	1564
Cn1ncc2c(NNC(=O)Cc3ccccc3)ncnc21	1700	1803
CCSc1nnc(NC(=O)c2ccccn2)s1	1531	1924
Cc1cccc(C(=O)NC(=S)Nc2ccc3[nH]c(=O)[nH]c3c2)c1	1618	1920
O=c1c2c(nc3nc(NCc4cccc(Cl)c4)[nH]n13)CCC2	1584	1757
CCN(CC)S(=O)(=O)c1cccc(C(=O)/C=C2/N(C)c3ccccc3C2(C)C)c1	1733	1609
Cc1nc2cc(C(=O)OCC(=O)NC34CC5CC(CC(C5)C3)C4)ccc2n1-c1ccccc1	1624	1840
O=C(CSc1cccc[n+]1[O-])Nc1ccc(N2CCOCC2)cc1	1737	1996
CC(C)(C)NC(=O)/C=C/c1cccs1	1664	1582
CCCNCc1cc(OC)c(OCC(=O)Nc2ccccc2)cc1Br	1434	1623
COc1ccc(NC(=O)c2cn(-c3ccccc3)nc2-c2ccncc2)cc1	1653	1855
CSc1ccccc1NC(=O)c1ccc([N+](=O)[O-])cc1	1666	1983
c1ccc2c(CN3CCOCC3)csc2c1	1564	1606
CC1(C)CC(=O)C2=C(C1)N(N1CCOCC1)C(N)=C(C#N)C2c1cccs1 (stereo not drawn)	1681	2028
Cc1cc(-c2nnc(CCC(=O)NCc3ccc(F)c(F)c3)o2)no1	1584	1788
Cc1cc(C(=O)COC(=O)c2cccnc2Cl)c(C)n1CC1CCCO1 (stereo not drawn)	1562	1971
Cc1ccc2nc(NC(=O)CCNS(=O)(=O)c3cccs3)sc2c1	1632	2057
COc1ccc(N/C=C/C(=C(C#N)C#N)N(C)C)cc1	1651	1693
O=C(NCc1cccc(C(F)(F)F)c1)c1cc(Cl)ccc1Cl	1495	1606
COc1ccccc1OCCC(=O)OCC(=O)Nc1ccc(Br)cc1	1579	1869
C/C(=N\N=c1/sc2ccccc2n1C)c1ccccn1	1400	1915

High-throughput results from PubChem BioAssay.

Some of the compounds tested (hit frequency here may not be typical).
